From PubChem BioAssay
DAX1 inh-1 = DAX1 (NR0B1) inhibitors, primary screen, cell-based, HEK293, Gal4-DAX1, luciferase luminescence | Nuclear receptor subfamily 0 group B member 1 (Homo sapiens), P51843 | HEK293 Gal4-DAX1 luciferase reporter | inhibition, % at 6.75 µM | 0.99% of 340,000 active | AID 504766, 2011;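 active = inhibition above the mean over all tested compounds plus 3 SD, cut at about 4.2% in these data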;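 also: 0% = DAX1-transfected cells with DMSO and 100% = empty-vector control cells with DMSO; inhibition shows as a rise in luminescence from relieved DAX1 repression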
Target sequence (P51843 207-470 limits assumed): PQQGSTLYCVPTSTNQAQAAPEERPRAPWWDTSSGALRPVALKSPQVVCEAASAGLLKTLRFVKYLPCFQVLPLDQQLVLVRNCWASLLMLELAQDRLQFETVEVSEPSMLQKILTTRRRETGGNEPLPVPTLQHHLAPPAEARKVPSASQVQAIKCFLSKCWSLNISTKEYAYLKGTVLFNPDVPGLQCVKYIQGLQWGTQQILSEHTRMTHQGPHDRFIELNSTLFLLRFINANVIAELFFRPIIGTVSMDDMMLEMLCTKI
hcDAF12 agonist = H. contortus DAF-12 nuclear receptor activators, primary screen, cell-based, luminescence, HEK293, lit1-tk-luc reporter. HEK293 hcDAF-12 lit1-tk-luc reporter; 0% DMSO, 100% Δ7-dafachronic acid. activation, % at 6.8 µM. 1.4% of 370,000 active;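 active = activation above the mean of all tested compounds plus 3 SD, cut at about 5.5% in these data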;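 also: 100% = response to 3 µM Δ7-dafachronic acid high control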
ssDAF-12 act = S. stercoralis DAF-12 nuclear receptor activators, primary screen, cell-based, luminescence, HEK293, GRIP1 co-expression, lit1-tk-luc | activation, % at 6.8 µM | 1% of 370,000 active | Nuclear hormone receptor DAF-12 (Strongyloides stercoralis) | HEK293 ssDAF-12/GRIP1 lit1-tk-luc reporter; % of 3 µM dafachronic acid response;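 active = activation above the mean over all tested compounds plus 3 SD, cut at about 0.9% in these data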;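 also: 0% = DMSO-only wells and 100% = 3 µM delta7-dafachronic acid wells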
NPR2 activator = human GC-B receptor activators, primary screen, HEK293 GC-B cells, cGMP TR-FRET, EC30 CNP | Atrial natriuretic peptide receptor 2 (Homo sapiens), P20594 | 0% at EC30 CNP, 100% saturating CNP | activation, % at 10 µM | 0.11% of 370,000 active | AID 1920062, 2024;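 active = activation at 10 µM reaching about 35% in either raw or pattern-adjusted values, limit read from the data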
HGIII-sPLA2 inh = human group III sPLA2 inhibitors, primary screen, biochemical, QFRET, BODIPY PC-A2 liposome substrate; Group 3 secretory phospholipase A2 (Homo sapiens), Q9NZ20; QFRET BODIPY PC-A2 liposome hydrolysis, fluorescence; inhibition, % at 12.2 µM; 0.56% of 370,000 active; AID 743126, 2013;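 active = inhibition above mean plus 3 SD of compounds lying within the high and low control bounds, cut at about 19% in these data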;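 also: 0% = median of test compound wells and 100% = no enzyme DMSO wells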
Target sequence (Q9NZ20 whole entry, looked up): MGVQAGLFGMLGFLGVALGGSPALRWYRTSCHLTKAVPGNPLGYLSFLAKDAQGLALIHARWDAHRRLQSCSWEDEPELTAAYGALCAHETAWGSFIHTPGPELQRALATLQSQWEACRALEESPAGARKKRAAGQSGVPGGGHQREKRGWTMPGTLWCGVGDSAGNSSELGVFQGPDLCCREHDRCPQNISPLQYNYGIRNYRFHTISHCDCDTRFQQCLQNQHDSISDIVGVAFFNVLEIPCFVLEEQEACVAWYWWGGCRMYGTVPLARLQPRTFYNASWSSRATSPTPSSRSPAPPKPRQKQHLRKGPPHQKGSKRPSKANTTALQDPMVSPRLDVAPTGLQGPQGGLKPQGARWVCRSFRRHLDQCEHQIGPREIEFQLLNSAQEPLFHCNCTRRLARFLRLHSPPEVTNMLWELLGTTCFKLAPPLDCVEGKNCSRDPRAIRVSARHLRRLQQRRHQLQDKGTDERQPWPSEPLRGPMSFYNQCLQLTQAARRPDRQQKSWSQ
ADAM10 inh = human ADAM10 inhibitors, primary screen, biochemical, QFRET, HTS. inhibition, % at 7 µM. Disintegrin and metalloproteinase domain-containing protein 10 (Homo sapiens), O14672. recombinant ADAM10, EDANS/DABCYL FRET peptide cleavage, 3 h. 0.62% of 370,000 active;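 active = inhibition above a per-campaign cutoff equal to the mean of compounds falling between control-based bounds plus 3 SD, cut at about 20% in these data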;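 also: 0% = DMSO wells while the 100% control is not disclosed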
SMARCA2 activ = SMARCA2 (BRM) function activators, primary screen, cell-based, luminescence, high throughput | MG213 cells, MMTV-luciferase reporter, dexamethasone, overnight | activation, % at 9.1 µM | 1% of 370,000 active; in the data active = activation above about 7.8%;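 also: 0% = vehicle wells and 100% = reference activator wells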
hgDAF-12 ag = H. glycines DAF-12 receptor agonists, primary screen, cell-based, luminescence, HEK293, GAL4 fusion, UAS-luciferase; HEK293 GAL4-hgDAF12 UAS-luciferase reporter, agonist luminescence; normalized to butyrate control; Nuclear hormone receptor DAF-12 (Heterodera glycines), GAL4 fusion; 1.8% of 370,000 active; activation, % at 6.8 µM;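 active = activation above a cutoff set at the mean of all screened compounds plus 3 SD, cut at about 10% in these data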;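 also: 0% = DMSO wells and 100% = sodium butyrate wells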
GAA850 FXN act = FXN promoter activators, primary screen, cell-based, luciferase luminescence, HEK293 lucGAA850; 0.56% of 360,000 active; activation, % at 6 µM; HEK293 lucGAA850 FXN promoter luciferase reporter, 24 h; percent of 10 µM SAHA response;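 active = activation above the average of all compounds screened plus 3 SD, cutoff fixed separately per campaign, cut at about 7.5% in these data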;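 also: 0% = DMSO wells and 100% = 10 µM SAHA wells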
GC-A act = GC-A stimulated cGMP production enhancers – HEK293 GC-A cells, cGMP TR-FRET, EC30 ANP, primary screen | Atrial natriuretic peptide receptor 1 (Homo sapiens), P16066 | 0% at EC30 ANP, 100% saturating ANP | AID 1671463, 2021 | activation, % at 10 µM | 0.14% of 370,000 active; in the data active = activation above about 40%
DAX1 inh-2 = DAX1 (NR0B1) inhibitors on StAR promoter, primary screen, cell-based, luminescence, SF-1 (NR5A1), full-length DAX-1. AID 652010, 2013. inhibition, % at 6.8 µM. 1.1% of 370,000 active. HEK293T StAR-luciferase reporter, SF-1/DAX-1 repression relief;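 active = inhibition above the mean over all tested compounds plus 3 SD, cut at about 3.6% in these data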;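 also: 0% = DAX-1 cells with DMSO and 100% = cells lacking DAX-1 with DMSO; higher inhibition means more luminescence from relief of DAX-1 repression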
* = called active by the depositor; · = no result given; & = joins results of further samples.

Structure	DAX1 inh-1	hcDAF12 agonist	ssDAF-12 act	NPR2 activator	HGIII-sPLA2 inh	ADAM10 inh	SMARCA2 activ	hgDAF-12 ag	GAA850 FXN act	GC-A act	DAX1 inh-2
COc1ccc(C(=O)Nc2nnc(S(=O)(=O)Cc3ccc(F)cc3)s2)cc1	-0.8	-0.9	-0.8	-3	5	-6	-2	1.4	1.2	1	-0.7
COc1ccccc1-n1c2c(cc(C(=O)N3CCC(C)CC3)c1=O)C(=O)CC(C)(C)C2	-0.9	0.1	-1.4	3	1	-3	3	-2.4	0.4	-2	-0.1
Cc1ccc(C(=O)OCN2C(=O)c3ccccc3C2=O)cc1S(=O)(=O)N1CCOCC1	-0.2	1.4	-0.3	-4	3	-3	-2	0.6	-1.7	3	0.9
O=C(/C=C/c1ccc([N+](=O)[O-])cc1)/C=C/c1ccco1	-0.8	-0.3	-0.7	-3	5	-3	-2	-0.6	5.6	-1	-0.2
Nc1ccc(S(=O)(=O)Nc2cnc3ccccc3n2)cc1	-0.7&0.7	-2.6&1.2	-1.2&-1.0	1&-1	-1&1	-3&11	-5&0	3.8&1.7	-0.7&1.0	3&-1	0.7&1.7
CCC(C)(C)NC(=O)C(c1ccccc1F)N(Cc1ccco1)C(=O)Cn1nnc2ccccc21 (centres undefined)	-0.5	-2.7	-0.6	-17	-5	10	-1	-1.9	-1.9	-13	-0.7
CNC(=O)c1ccsc1NC(=O)C1CCCN1S(=O)(=O)c1cccs1 (centres undefined)	-1.1	-1.7	-1.3	2	9	-18	-4	-2.0	1.4	-3	-0.1
O=C(NC1(O)C(=O)c2ccccc2C1=O)c1c(Cl)cccc1Cl	·	-1.6	-1.1	-7	11	-6	-3	-4.0	0.2	4	0.0
O=C(Oc1ccc(Br)cc1)c1n[nH]c(=O)c2ccccc12	-0.1	-0.4	-1.2	-6	-1	0	1	0.0	-0.7	7	-0.2
COCc1cc(C)nc(SCC[N+](C)(C)CC(=O)Nc2cccc(C(F)(F)F)c2)c1C#N	-0.7	-0.9	-2.0	3	-2	1	2	-1.5	0.5	2	-1.4
CCOc1ccc(CCNC(=O)COC(=O)/C=C/c2ccco2)cc1OCC	0.2	-0.3	-1.2	4	-2	-11	1	-2.8	0.2	-2	0.2
NC(=S)N=Nc1c(O)cc(O)c2[nH]c(=O)ccc12	0.4	-1.2	-1.1	-8	2	-13	-5	-0.2	0.3	-3	-1.1
CCc1ccc(OCCCC(=O)NCc2ccco2)cc1	2.3	-1.2	-0.7	0	-5	4	2	0.3	0.3	1	-0.4
CN(C)CCN(Cc1cccs1)c1ccccn1	1.5	-0.3	-1.0	-7	-6	-10	0	1.8	0.1	-8	-0.1
CCOc1cc(/C=N/n2c(C)nc3sc(C)c(C)c3c2=O)ccc1O	0.1	0.0	-1.3	1	-2	2	0	2.7	-1.3	-4	-0.2
Cc1ccc(NC(=O)c2nnn(CC(=O)Nc3ccc4c(c3)OCO4)c2N)cc1C	-0.3	2.4	-0.5	-4	0	9	-1	4.2	0.3	12	0.3
Cc1ccc(Cl)cc1NC(=O)NCc1ccccn1	-0.7	0.8	-0.8	-4	1	-1	0	-1.7	-0.2	-3	-0.2
Cn1cc(CN(CCO)Cc2cccs2)c(-c2cccc(Cl)c2)n1	-1.5	-0.5	-1.7	-11	-8	3	1	1.3	2.0	19	-0.6
C=CCSc1nc(N)c(C(=O)Nc2ccccc2OC)cc1C(=O)Nc1ccccc1	-0.8	-1.2	-1.1	2	-1	-320	-3	-0.2	1.8	1	-0.2
COC(=O)c1cc(Br)c(=O)n(Cc2ccco2)c1	-1.5	-2.1	-0.9	1	0	-1	1	0.8	-2.1	-1	0.3
CC(C#N)Sc1ccc(S(=O)(=O)N2CCCC2)cn1 (centres undefined)	0.9	-0.5	-1.7	4	-6	-2	1	2.7	0.5	-1	-1.4
C[C@@H]1CC2=C(C(=O)OC(C)(C)O2)[C@H](c2ccc(F)cc2)O1	·	-1.7	-0.6	-9	2	4	5	-0.2	·	-1	0.4
CCN(CC)S(=O)(=O)c1ccc(N=Nc2c(N)[nH]c(=O)[nH]c2=O)cc1	-1.4	0.7	-0.8	-2	19	-16	-3	4.7	-0.6	-1	-0.1
CC(C)N(C)c1ncnc2c1ncn2[C@H]1CN(Cc2ccc(F)cc2)C[C@@H](CO)O1	·	-2.3	-0.9	3	-3	-4	-1	4.2	2.1	-2	0.0
Cn1c(=O)n(C)c2cc(NC(=O)c3ccccc3)ccc21	1.7	-1.8	-1.1	0	-4	1	0	0.5	0.3	0	1.0
CCN1CCN(C(=O)c2ccc(CS(=O)(=O)Cc3ccccc3Cl)o2)CC1	1.3	-0.4	-1.5	4	-4	-2	-2	2.5	0.3	3	-1.5
O=C(C1CC(Cl)CN1S(=O)(=O)c1ccc(Cl)cc1)N1CCOCC1 (centres undefined)	-0.1	2.9	0.1	0	3	2	-6	3.2	-0.9	3	0.2
Cc1cnc(C(=O)OCC(=O)c2cc(C)n(C)c2C)cn1	2.7	0.3	-1.0	0	1	-1	0	0.2	1.0	1	0.6
CN(C(=O)COC(=O)c1sc2ccccc2c1Cl)C1CCCCC1	-0.3	0.5	-1.3	6	-9	5	-3	0.0	2.9	3	0.4
O=c1n(Cc2ccccc2)c2cc(Cl)cnc2n1Cc1ccccc1	-2.1	-0.7	-1.2	-18	-4	-120	-2	0.1	1.5	-21	-0.4
CC(=O)c1cccc(N(C(=O)CS(=O)CC(=O)Nc2ccc(F)cc2)C(C(=O)NC2CCCCC2)c2ccc(C)o2)c1 (centres undefined)	-0.1	-1.8	-0.7	7	0	3	-2	-1.5	-1.3	2	-0.2
COC(=O)c1cn(NC(=O)Cc2cccc(C(F)(F)F)c2)c(=O)c2ccccc12	-0.7	-0.4	-1.3	-4	-5	5	1	2.6	0.6	-1	-0.6
COc1ccc(C(=O)/C=C/c2cc(C(=O)O)cc3c2OCOC3)c(O)c1	0.4	-0.1	-0.9	-4	-6	5	-2	-0.6	2.2	8	-0.3
CCOc1cc(C(=O)Nc2cc(C)ccn2)cc(OCC)c1OCC	-3.3	-1.1	-1.9	-2	-6	5	0	-0.7	-5.2	1	-1.2
CC(=O)Nc1ccc(S(=O)(=O)NCC(CCC(=O)O)C(F)(F)F)cc1 (centres undefined)	-0.4	-0.6	-1.6	4	3	-2	1	-1.0	2.1	2	0.3
O=C1NC(Cc2ccccc2)c2nc3cc(F)ccc3c(=O)n2-c2ncccc21 (centres undefined)	0.0	0.2	-0.9	-3	7	-9	2	1.8	-0.2	-3	-0.1
O=C(CN1CCN(c2ncccn2)CC1)Nc1ccccc1-n1cccc1	-1.0	-0.1	-1.8	6	-5	-4	-1	-1.6	1.1	-1	-0.4
N#CC1C(=O)c2ccccc2C1c1ccccc1 (centres undefined)	-0.5	0.5	-1.2	2	1	-16	2	-1.7	2.5	8	0.8
CC(CNC(=O)c1ccc(N)cc1)NC(=O)c1ccc(N)cc1 (centres undefined)	1.2	1.0	-1.7	2	4	-1	-1	-3.1	1.4	4	0.1
C/C(CC1(O)C(=O)N(Cc2ccccc2)c2ccccc21)=N\O (centres undefined)	-0.6	-0.9	-1.1	-5	-9	0	-1	-3.4	0.7	2	-1.0
COc1ccccc1OCC(O)CNCc1ccc2c(c1)OCO2 (centres undefined)	0.9	-1.1	-1.5	-1	12	-6	-6	1.0	0.5	3	0.6
CCCN(CC(=O)Nc1cc(C)on1)CC(=O)Nc1ccc(F)c(F)c1F	1.2	-0.7	-1.1	-2	-3	-3	3	0.8	0.5	0	1.3
CCCCN(c1ccccc1)S(=O)(=O)c1cccc2cccnc12	-1.1	-0.6	-1.6	-7	-3	11	-4	-2.8	-0.1	-15	-0.8
Fc1ccc(CN2CCN(C(=S)NCCc3ccccc3)CC2)c(Cl)c1	2.9	1.4	-1.2	0	14	7	-4	0.8	0.2	5	0.1
CCC(C(=O)NCCCN1CCCC1=O)n1c2ccccc2c2nc(=O)cc(C)n21 (centres undefined)	0.3	0.4	-1.4	2	4	-16	0	-0.6	-0.2	0	-0.5

One compound at a time, as listed above. Values in the order: DAX1 inh-1, hcDAF12 agonist, ssDAF-12 act, NPR2 activator, HGIII-sPLA2 inh, ADAM10 inh, SMARCA2 activ, hgDAF-12 ag, GAA850 FXN act, GC-A act, DAX1 inh-2
CCC(C(=O)NCCCN1CCCC1=O)n1c2ccccc2c2nc(=O)cc(C)n21 (centres undefined) is entered as 0.3, 0.4, -1.4, 2, 4, -16, 0, -0.6, -0.2, 0, -0.5
N#CC1C(=O)c2ccccc2C1c1ccccc1 (centres undefined) is entered as -0.5, 0.5, -1.2, 2, 1, -16, 2, -1.7, 2.5, 8, 0.8
